POLI inh – inhibitors of human DNA polymerase iota; Q9UNA4; Pol iota fluorescent replication assay, 10 min; Potency, µM (doses to about 115 µM), for inactives: at the top dose activity, negative = inhibition, usual class: inhibitors; 390,000 tested, 1% active; AID 588590
Target sequence (Q9UNA4 whole entry, looked up): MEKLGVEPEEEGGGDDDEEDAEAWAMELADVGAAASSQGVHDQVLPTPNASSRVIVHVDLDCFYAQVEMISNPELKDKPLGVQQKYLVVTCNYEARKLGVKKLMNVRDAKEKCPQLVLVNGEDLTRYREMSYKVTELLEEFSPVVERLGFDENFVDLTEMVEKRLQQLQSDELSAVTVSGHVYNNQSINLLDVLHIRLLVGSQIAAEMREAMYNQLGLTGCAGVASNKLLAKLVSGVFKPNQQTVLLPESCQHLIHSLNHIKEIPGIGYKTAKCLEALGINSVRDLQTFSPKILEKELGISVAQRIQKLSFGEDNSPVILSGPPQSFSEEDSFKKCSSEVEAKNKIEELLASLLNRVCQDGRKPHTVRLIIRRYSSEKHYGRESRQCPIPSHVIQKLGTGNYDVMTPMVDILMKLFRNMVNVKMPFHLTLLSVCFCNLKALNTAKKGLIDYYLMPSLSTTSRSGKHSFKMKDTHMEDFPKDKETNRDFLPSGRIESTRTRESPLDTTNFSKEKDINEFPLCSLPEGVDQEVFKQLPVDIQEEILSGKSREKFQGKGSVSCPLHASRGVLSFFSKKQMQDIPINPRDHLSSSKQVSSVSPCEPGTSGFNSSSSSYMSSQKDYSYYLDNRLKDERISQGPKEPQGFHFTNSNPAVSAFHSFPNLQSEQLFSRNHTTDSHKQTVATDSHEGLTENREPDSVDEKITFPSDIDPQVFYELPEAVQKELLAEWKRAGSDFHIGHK
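Fluorescent replication assay read twice, at 0 min and 10 min after adding 50 nM (final) substrate. Enzyme (10 nM) and compounds were first incubated 15 min at room temperature; enzyme-free buffer wells were negative controls.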
Anesthetic bind – candidate novel general anesthetic via apoferritin binding; Potency, µM (doses to about 77.5 µM), without a hit: at the highest dose activity change, negative = displacement, hits mostly inhibitors; AID 485281; 350,000 tested, 0.074% active; apoferritin/1-aminoanthracene competitive binding, fluorescence; P02791; further: on the % scale 0 is the no-effect control and ±100 the full control effect; nearly all actives have a fitted effect of over 20% in size
Target sequence (P02791 2-175 limits assumed): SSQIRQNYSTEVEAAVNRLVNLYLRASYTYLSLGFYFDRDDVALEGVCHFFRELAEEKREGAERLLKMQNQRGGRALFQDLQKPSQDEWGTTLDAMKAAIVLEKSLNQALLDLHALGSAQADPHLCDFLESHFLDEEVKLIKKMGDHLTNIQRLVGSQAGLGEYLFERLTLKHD
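Horse-spleen apoferritin (10 uM) in 50% saturated 1-aminoanthracene in PBS was incubated 10 min at room temperature with compound. Fluorescence (ex 380, em 535 nm) was normalized to free and bound 1-AMA, with concentration-response fitted by a four-parameter Hill equation.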
BAZ2B inh – blocks human BAZ2B; Q9UIF8; AlphaScreen BAZ2B-H3K14Ac peptide displacement; Potency, µM (doses to about 114 µM), for inactives: at the top dose activity change, negative = inhibition, hits mostly inhibitors; 360,000 tested, 4.4% active; further: on the % scale 0 is the no-effect control and ±100 the full control effect; nearly all actives have a fitted effect of over 60% in size
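Multi-concentration screen (max 110 uM) measuring displacement of acetylated histone H3 peptide from BAZ2B by AlphaScreen, using 50 nM protein, 50 nM peptide and 10 ug/mL streptavidin donor plus Ni-chelate acceptor beads.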
BLM helicase inh – Bloom syndrome helicase (human) inhibition. P54132. recombinant BLM DNA unwinding, fluorescence dequenching. Potency, µM (doses to about 56.1 µM), for inactives: at the top dose activity change, negative = inhibition, actives largely listed as inhibitors. 350,000 tested, 0.2% active;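 further: plate controls were vehicle for no effect and no enzyme for full effect; nearly all actives have a fitted effect of over 35% in size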
Pol beta inh – inhibitors of human DNA polymerase beta. AID 485314. Pol beta primer extension/strand displacement, fluorescence kinetic. Potency, µM (highest dose often 114 µM), without a hit: at the highest dose activity change, negative = inhibition, usual class: inhibitors. 340,000 tested, 1.3% active. P06746; further: on the % scale 0 is the no-effect control and ±100 the full control effect
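Homogeneous kinetic assay of primer extension and strand displacement by 10 nM Pol beta, preincubated 15 min at room temperature with compound before 50 nM substrate (final) was added. Read at 0 and 10 min; four-parameter Hill fit.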
POLK inh – blocks human DNA polymerase kappa activity; Q9UBT6; purified Pol kappa, fluorescent DNA synthesis assay, 10 min; Potency, µM (top dose mostly 107 µM), for inactives: at the top dose activity, negative = inhibition, hits mostly inhibitors; 400,000 tested, 0.53% active; AID 588579; further: on the % scale 0 is the no-effect control and ±100 the full control effect
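Here, compound and 10 nM enzyme are combined for 15 min at room temperature; adding 50 nM substrate (final) starts DNA synthesis, tracked by fluorescence at 0 and 10 min against buffer-only wells.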
APEX1 inh – inhibitors of human APE1 endonuclease | AID 2517 | recombinant APE1, TAMRA/BHQ-2 abasic DNA cleavage fluorescence | 350,000 tested, 0.35% active | Potency, µM (highest dose often 65.8 µM), inactives show top-dose activity change, negative = inhibition, actives largely listed as inhibitors;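 further: plate controls were vehicle for no effect and reference inhibitor for full effect; nearly all actives have a fitted effect of over 55% in size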
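Step 1: APE1 (0.75 nM) with compound, 15 min RT. Step 2: add 50 nM fluorophore/quencher THF duplex. Step 3: three fluorescence reads 60 s apart (525/598 nm); read 3 minus read 1 = reaction progress.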
Pol eta inh – DNA polymerase eta (human) inhibition. Potency, µM (top dose mostly 114 µM), for the others: at the highest dose activity change, negative = inhibition, usual class: inhibitors. Q9Y253. 390,000 tested, 1.2% active. recombinant Pol eta, fluorescent DNA replication assay; further: on the % scale 0 is the no-effect control and ±100 the full control effect
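Fluorescent replication assay: 50 nM final substrate added after a 15 min room-temperature compound preincubation with 10 nM enzyme. Signal taken at 0 min and again at 10 min.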
G9a block – inhibitors of human histone lysine methyltransferase G9a. Q96KQ7. G9a H3K9 monomethylation, AlphaScreen, 2 h. Potency, µM (series often up to 102 µM), for the others: at the top dose activity, negative = inhibition, hits mostly inhibitors. 350,000 tested, 8.8% active. AID 504332; further: on the % scale 0 is the no-effect control and ±100 the full control effect; nearly all actives have a fitted effect of over 75% in size
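Step 1: enzyme (final 20 nM) with compound, 15 min RT. Step 2: substrate peptide 500 nM and SAM 20 uM, 2 h RT. Step 3: anti-H3K9me1 antibody and AlphaScreen beads, 10 min, then plate read.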
Active calls of the source: *; ? = inconclusive; . = not tested or not shown; & = joins results of further samples; [ ] = dose if it differs, or a comment. The call rests on the fitted dose curve; in most records, active means well fitted curve in the direction sought with a large enough effect; inconclusive means small, poorly fitted or top-dose-only effect, or another doubt; inactive means no such curve, though single readings can be large; an effect the other way counts as inactive or inconclusive. Potency means the concentration at half of the fitted maximal effect.

Second line of a record: POLI inh | Anesthetic bind | BAZ2B inh | BLM helicase inh | Pol beta inh | POLK inh | APEX1 inh | Pol eta inh | G9a block
1. CCCOC(=O)C1C2c3ccccc3C(c3ccccc32)C1C(=O)O (configuration not stated)
    70%[activator] | -2% | -8% | 1% | -13% | 3% | -3% | -10% | -37%
2. CC1(C)C2CC=C(CN3CCOCC3)C1C2 (configuration not stated)
    ? | 0% | 1% | 0% | 22% | 5% | -2% | 8% | 17%[59 µM]
3. O=C(Oc1ccccc1)N(c1ccccc1)c1ccccc1
    3% | 1% | 46%[activator] | -8% | 12% | -12% | -7% | -6% | .
4. CCOC(=O)c1c(N)n(Cc2ccco2)c2nc3ccccc3nc12
    -5% | 632%[activator] | . | -6% | -23% | -11% | -2% | ? | 15%[59 µM]
5. Oc1ccc2c3c1O[C@H]1c4c(c5ccccc5n4Cc4ccccc4)C[C@@]4(O)C(C2)N(CC2CC2)CC[C@]314
    . | 0% | . | . | . | -4%[19.4 µM] | -1% | . | -40%[59 µM]
6. COc1cc(C(=O)N/N=C/C23CC[C@@H](O)CC2(O)CC[C@@H]2[C@@H]3CCC3(C)C(C4=CC(=O)OC4)CCC23O)ccc1O (some centres not stated)
    -18% | 9% | -5% | -1% | 14% | -1% | 13% | -18% | .
7. CC(=O)Nc1ccc(OCCF)cc1
    11% | -5% | -13% | -6% | -1% | -16% | 4% | 2% | 4%
8. C=C[C@H]1CN2CC[C@H]1C[C@@H]2[C@@H](O)c1ccnc2ccccc12
    -10% | . | -6% | . | . | -14% | 29% | -2% | -18%[59 µM]
9. Brc1ccccc1CNCCc1ccc2c(c1)OCO2
    119%[activator] | -24% | ? | 3% | 36%[activator] | -9% | -10% | -10% | .
10. CCC(=NCC1CCCO1)c1c(O)n(-c2ccccc2C)c(=O)[nH]c1=O (configuration not stated)
    -12% | 2% | 0% | 3% | 6% | -4% | 1% | -8% | .
11. C=C[C@@]12CN(C)[C@H]3[C@H]1[C@@]1(C(=O)Nc4ccccc41)C1CC2[C@@H]3CO1
    -3% | . | 30%[activator] | . | . | -14% | 5% | -10% | 0%[59 µM]
12. CC(=NCc1cccnc1)c1c(O)n(-c2ccc(C)cc2)c(=O)[nH]c1=O
    6% | -7% | -12% | -3% | 9% | -8% | 4% | -8% | 6%
13. CC(C)(c1ccc(OCC2CO2)cc1)c1ccc(OCC2CO2)cc1 (configuration not stated)
    . | 393%&34%[activator] | . | . | . | -10%&-1%[19.4 µM] | ? | . | 139%&82%[activator][59 µM]
14. Cc1ccc(N2C(=O)NC(=O)/C(=C\c3cnc(-c4ccccc4)nc3)C2=O)cc1
    -3% | -20% | 1% | 7% | 3% | -7% | 7% | -7% | ?
15. Cn1cccc1C1CCCN1CC(=O)Nc1ccc(C#N)c(Cl)c1 (configuration not stated)
    25% | . | . | . | . | 5% | -10% | -8% | .
16. Cn1cc(C(=O)N2CCCCC2)c2ccccc21
    -10% | -15% | -5% | 2% | -14% | -5% | 7% | 0% | 37%
17. c1ccc(N2CCC3(CCNCC3)CC2)cc1
    . | . | . | -8% | . | 4%[60.1 µM] | 0% | . | -3%[12.7 µM]
18. O=C(Nc1ccc(C(F)(F)F)cc1)OC1CN2CCC1CC2 (configuration not stated)
    59%[activator] | -1% | 2% | 1% | -2% | 8% | 4% | -12% | -3%
19. O=S(=O)(c1ccc(Cl)cc1Cl)N1CCCC1c1cccnc1 (configuration not stated)
    28% | -3% | 32%[activator] | -5% | ? | -8% | 1% | -3% | 42%[activator][59 µM]
20. Cc1nnc(SCc2nc3ccccc3c(=O)n2-c2ccccc2Cl)n1N
    9% | 1% | 3% | -1% | ? | -15% | -1% | 0% | 20%[59 µM]
21. CCOC(=O)Cn1cc(C(=O)c2ccccc2)c2ccccc21
    -14% | -12% | -6% | -3% | ? | 0% | -1% | -12% | 16%
22. O=C(CCCN1CCC2(CC1)C(=O)NCN2c1ccccc1)c1ccc(F)cc1
    7% | -1% | -2% | -2% | 1% | -14%[60.1 µM] | 2% | -12% | 2%&16%[59 µM]
23. N=C1c2ccccc2CN1c1ccc(F)c([N+](=O)[O-])c1
    -5% | 1% | -8% | -2% | 2% | -13% | 2% | -12% | 2%
24. Cc1nn(Cc2ccccc2)c(Cl)c1C(=O)Nc1ccc(OC(F)(F)F)cc1
    6% | -7% | 1% | 5% | 29% | -5% | -2% | -17% | 14%[59 µM]
25. COc1cc(CCN)ccc1O
    8% | . | 9% | . | 6%[57.1 µM] | 0% | 4%&-6%&-8% | -16% | -24%[59 µM]
26. COc1ccc(C(=O)C2CCCN(CCO)C2)c(C)c1 (configuration not stated)
    -1% | -10% | -4% | -1% | -2% | -2% | -14% | -5% | .
27. NS(=O)(=O)c1cc(C(=O)OCC(=O)Nc2ccc3[nH]c(=O)[nH]c3c2)ccc1Cl
    -4% | . | -6% | . | . | -21% | -8% | -18% | 1.4µM*
28. O=C1NC(=O)C(=Cc2ccc(-c3ccc(F)cc3O)o2)C(=O)N1
    ? | -22% | 56µM* | -1% | -2% | -9% | 31% | 71µM* | 7.1µM*
29. CCN(CC)C(=O)c1ccc(NC(=O)COc2ccc(-c3nn(C)c(=O)c4ccccc34)cc2)cc1
    19%&7% | ? | -10%&-4% | 4%&0% | -3%&-7% | 4%&2% | -3% | -13%&-2% | 7%
30. C=CCn1cc(C=C2C(=O)NC(=O)NC2=O)c2ccccc21
    ? | -4% | -7% | -2% | 3% | -7% | -3% | 3% | -43%
31. CCOc1ccccc1NC(=O)c1sc2nc3c(cc2c1N)CN(Cc1ccccc1)CC3
    44%[activator] | -7% | -2%[57.1 µM] | -2% | 0% | 0% | . | -16% | ?
32. Oc1ccc(Cl)cc1CN1CCN(Cc2ccccc2)CC1
    -6% | 4% | ? | -2% | 4% | -11% | -2% | -7% | ?
33. CC(C)(C)c1ccc(-c2n[nH]c(=S)n2CCCN2CCOCC2)cc1
    24% | -8% | -33% | -2% | 6% | 4% | 10% | -5% | 6.3µM*
34. CN1C(=O)C(=Cc2ccc(-c3cccc(Cl)c3)o2)C(=O)N(C)C1=O
    . | 1% | ? | -4% | ? | . | -8% | . | ?
35. COc1cccc(NP(=O)(Oc2ccccc2)Oc2ccccc2)c1
    ? | -6% | 7% | -10% | -21%[57.1 µM] | -15% | -7% | -12% | -15%
36. C=CCn1c(O)c(/C(CC)=N/NC(=S)Nc2ccccc2)c(=O)[nH]c1=O
    -20% | -6% | -10% | -2% | 11% | -10% | ? | -6% | .
37. CC12CC[C@H]3[C@@H](CCC4(O)C[C@H](O)CCC34/C=N/NC(=O)Cc3ccccc3)C1(O)CCC2C1=CC(=O)OC1 (some centres not stated)
    42%[activator] | -2% | -38% | -3% | 2% | 2% | 15% | -5% | ?
38. COc1ccc(CCNCc2ccncc2)cc1
    11% | -13% | 56µM* | -1% | 0% | -16% | 0% | 1% | ?
39. O=C(Cn1ncc2ccccc21)N1CCC2(CC1)OCCO2
    2% | -8% | -8% | 1% | -9% | -1% | -2% | -12% | -2%
40. CC(C)(C)c1ccc(CN2C(=O)CN=C(c3ccccc3)c3ccccc32)cc1
    -4% | ? | ? | 2% | 1% | -15% | 14% | -15% | ?

Ten compounds out of the list, arranged by molar mass, descending.
Second line of a record: POLI inh | Anesthetic bind | BAZ2B inh | BLM helicase inh | Pol beta inh | POLK inh | APEX1 inh | Pol eta inh | G9a block
27. NS(=O)(=O)c1cc(C(=O)OCC(=O)Nc2ccc3[nH]c(=O)[nH]c3c2)ccc1Cl
    -4% | . | -6% | . | . | -21% | -8% | -18% | 1.4µM*
14. Cc1ccc(N2C(=O)NC(=O)/C(=C\c3cnc(-c4ccccc4)nc3)C2=O)cc1
    -3% | -20% | 1% | 7% | 3% | -7% | 7% | -7% | ?
40. CC(C)(C)c1ccc(CN2C(=O)CN=C(c3ccccc3)c3ccccc32)cc1
    -4% | ? | ? | 2% | 1% | -15% | 14% | -15% | ?
33. CC(C)(C)c1ccc(-c2n[nH]c(=S)n2CCCN2CCOCC2)cc1
    24% | -8% | -33% | -2% | 6% | 4% | 10% | -5% | 6.3µM*
19. O=S(=O)(c1ccc(Cl)cc1Cl)N1CCCC1c1cccnc1 (configuration not stated)
    28% | -3% | 32%[activator] | -5% | ? | -8% | 1% | -3% | 42%[activator][59 µM]
35. COc1cccc(NP(=O)(Oc2ccccc2)Oc2ccccc2)c1
    ? | -6% | 7% | -10% | -21%[57.1 µM] | -15% | -7% | -12% | -15%
13. CC(C)(c1ccc(OCC2CO2)cc1)c1ccc(OCC2CO2)cc1 (configuration not stated)
    . | 393%&34%[activator] | . | . | . | -10%&-1%[19.4 µM] | ? | . | 139%&82%[activator][59 µM]
1. CCCOC(=O)C1C2c3ccccc3C(c3ccccc32)C1C(=O)O (configuration not stated)
    70%[activator] | -2% | -8% | 1% | -13% | 3% | -3% | -10% | -37%
30. C=CCn1cc(C=C2C(=O)NC(=O)NC2=O)c2ccccc21
    ? | -4% | -7% | -2% | 3% | -7% | -3% | 3% | -43%
2. CC1(C)C2CC=C(CN3CCOCC3)C1C2 (configuration not stated)
    ? | 0% | 1% | 0% | 22% | 5% | -2% | 8% | 17%[59 µM]

Sorted by length of the SMILES (smallest number first): part of the list above.
Second line of a record: POLI inh | Anesthetic bind | BAZ2B inh | BLM helicase inh | Pol beta inh | POLK inh | APEX1 inh | Pol eta inh | G9a block
25. COc1cc(CCN)ccc1O
    8% | . | 9% | . | 6%[57.1 µM] | 0% | 4%&-6%&-8% | -16% | -24%[59 µM]
21. CCOC(=O)Cn1cc(C(=O)c2ccccc2)c2ccccc21
    -14% | -12% | -6% | -3% | ? | 0% | -1% | -12% | 16%
37. CC12CC[C@H]3[C@@H](CCC4(O)C[C@H](O)CCC34/C=N/NC(=O)Cc3ccccc3)C1(O)CCC2C1=CC(=O)OC1 (some centres not stated)
    42%[activator] | -2% | -38% | -3% | 2% | 2% | 15% | -5% | ?

Compound activity: PubChem BioAssay, National Center for Advancing Translational Sciences (NCATS)

Not all compounds are listed; count on the stated rates, not on these rows.
